MITF TRPM1 HTS: increases MITF-driven TRPM1 promoter luciferase signal. actives 0.75% (n = 300,000). activation, % at 12.5 µM. SK-MEL-5 TRPM1-promoter luciferase, 24 h; % of positive control, neutral wells = 0;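 active means mean activation of at least 80% with every replicate also reaching 80%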;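 further: 0% = neutral control wells and 100% = parthenolide positive control wells; values of inactives mirror those of a sister screen read the other way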
SR-BI DiI inh: blocks mouse SR-BI lipid uptake from DiI-HDL; ldlA[mSR-BI] CHO cells, DiI-HDL uptake fluorescence, 3 h; inhibition, % at 12.5 µM; AID 488896; actives 0.96% (n = 320,000); Q61009;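 active means mean replicate inhibition of at least 70% and a set share of replicates each scoring 70 or more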;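 further: 0% = median of neutral control wells and 100% = median of positive control wells; values of inactives mirror those of a sister screen read the other way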
NSD2 HMT inh: NSD2 (human) methyltransferase inhibition; AID 743445; O96028; inhibition, % at 12.5 µM; actives 0.54% (n = 310,000); NSD2 peptide methylation, AlphaScreen, 120 min; in the data active means inhibition above about 50%
HTR5A ag: HTR5A agonism, opioid heterodimer counter-screen. P47898. HTR5A agonist assay, luminescence, cell-based. activation, % at 9.3 µM. actives 0.61% (n = 340,000); in the data active means activation mostly above about 9.5%, no sharp cut-off; inactive means mostly below about 7.6%;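 further: 0% = cells with vehicle only and 100% = reference agonist; strong numbers were not always called active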
CDK5 p35 inh: blocks human CDK5/p35 kinase activity; Recombinant CDK5/p35, ADP-Glo luminescence, 60 min; inhibition, % at 10 µM; actives 0.01% (n = 330,000); Q00535+Q15078;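 active means highest replicate inhibition of at least 50% and at least 75% of replicates reaching 50%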;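 further: plate controls were DMSO neutral control for no effect and GW8510 at 10 µM for full effect; many of its hits are not listed in these tables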
Target sequence (Q00535 whole entry, looked up): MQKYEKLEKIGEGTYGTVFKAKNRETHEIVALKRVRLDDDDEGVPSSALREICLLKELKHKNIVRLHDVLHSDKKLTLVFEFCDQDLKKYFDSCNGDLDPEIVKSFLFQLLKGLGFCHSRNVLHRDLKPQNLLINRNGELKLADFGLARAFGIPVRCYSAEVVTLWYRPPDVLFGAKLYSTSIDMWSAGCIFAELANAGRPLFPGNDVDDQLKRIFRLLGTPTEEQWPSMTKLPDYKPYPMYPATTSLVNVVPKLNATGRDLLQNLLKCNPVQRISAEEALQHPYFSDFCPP
Target sequence (Q15078 whole entry, looked up): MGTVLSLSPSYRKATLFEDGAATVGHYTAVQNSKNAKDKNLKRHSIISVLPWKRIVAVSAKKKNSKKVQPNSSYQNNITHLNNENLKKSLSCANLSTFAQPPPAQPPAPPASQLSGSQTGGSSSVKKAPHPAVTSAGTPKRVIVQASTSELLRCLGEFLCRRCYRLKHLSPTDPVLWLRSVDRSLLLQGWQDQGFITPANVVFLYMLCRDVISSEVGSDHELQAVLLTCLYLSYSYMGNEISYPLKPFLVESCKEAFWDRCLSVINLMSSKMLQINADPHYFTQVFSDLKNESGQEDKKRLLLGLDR
V-ATPase pHluor: alters yeast V-ATPase proton transport; S. cerevisiae, pHLuorin cytosolic pH fluorescence; response, % at 10 µM; actives 0.37% (n = 350,000); AID 504577; in the data active means response mostly above about 7.3%, no sharp cut-off; inactive means mostly below about 5.4%; further: actives read high; inactives centre near 0; some compounds called inactive have numbers as strong as hits; reference of the scale not given here
Wnt bcat act: activates Wnt/beta-catenin signaling in a reporter cell assay | activator, plate reader | activation, % at 9.35 µM | actives 1.2% (n = 300,000) | AID 743398; in the data active means activation above about 30%, passing the limit was not always enough;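 further: 0% = neutral control wells and 100% = positive control wells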
dFosB act: mouse delta FosB homodimer activation; activation, % at 25 µM; AID 493131; P13346; actives 0.99% (n = 340,000); purified delta FosB, TAMRA-CDK5 oligo fluorescence polarization; percent of positive-control signal above neutral wells;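 active means mean activation above about 17%, with every replicate also reaching it, limit read from the data, passing the limit was not always enough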;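 further: fluorescence polarization rise as delta FosB binds a TAMRA Cdk5 AP-1 oligo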
Target sequence (P13346 whole entry, looked up): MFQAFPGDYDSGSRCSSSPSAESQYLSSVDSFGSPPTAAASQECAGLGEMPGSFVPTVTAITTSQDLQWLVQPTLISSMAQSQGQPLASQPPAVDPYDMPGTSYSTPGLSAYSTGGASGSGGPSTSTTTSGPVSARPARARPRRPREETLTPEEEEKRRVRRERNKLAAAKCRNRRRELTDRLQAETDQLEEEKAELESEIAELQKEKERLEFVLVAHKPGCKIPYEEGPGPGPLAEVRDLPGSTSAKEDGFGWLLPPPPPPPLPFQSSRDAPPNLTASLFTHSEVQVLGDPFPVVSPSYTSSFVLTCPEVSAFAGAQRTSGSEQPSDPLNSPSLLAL
HTR5A inv ag: inverse agonist of human HTR5A in OPRM1-OPRD1 counter-screen | P47898 | HTR5A cell line, luminescence, inverse agonism | inhibition, % at 9.3 µM | actives 0.083% (n = 340,000); in the data active means inhibition mostly above about 23%, no sharp cut-off; inactive means mostly below about 18%;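 further: 0% = cells with DMSO and 100% = no-cell wells with DMSO; some compounds called inactive have numbers as strong as hits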
PvdQ inh: blocks Pseudomonas aeruginosa PvdQ acylase activity | actives 0.063% (n = 340,000) | purified PvdQ acylase, fluorescence plate reader | AID 488965 | inhibition, % at 10 µM; in the data active means inhibition above about 30%, passing the limit was not always enough;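 further: 0% = vehicle neutral wells and 100% = reference inhibitor wells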
* hit, by the source's call; x = no result given; & = joins results of further samples. Rows were taken by chance; 5% or so of the library scored in one or more.

SMILES	SR-BI DiI inh	HTR5A ag	Wnt bcat act	HTR5A inv ag	MITF TRPM1 HTS	NSD2 HMT inh	PvdQ inh	V-ATPase pHluor	dFosB act	CDK5 p35 inh
Cc1c(S(=O)(=O)Nc2ccc3c(c2)OCCO3)c(=O)n(C)c(=O)n1C	-18	-3	1	-38	x	x	-10	-2	-3	0.9
CCOC(=O)C1CCCN(C/C(O)=C(\C#N)c2nc(-c3ccc(Cl)cc3)cs2)C1 (centres undefined)	17	0	x	-7	-5	2	3	-5	-5	-0.2
C#CC(=O)N(c1ccc(OC)c(OC)c1)C(C(=O)NC1CCCC1)c1cccs1 (centres undefined)	13	4	-12	-51	-96	x	1	-5	-11	-0.7
CC(=O)Nn1cc2c(c1-c1ccccc1)c(=O)n(C)c(=O)n2C	-20	-1	-3	2	-9	-1	3	2	-5	-0.9
Cc1ccc(C(=O)Nc2ccc(NC(=O)c3cccs3)cc2)c(C)c1	x	4	-4	-15	0	-2	-9	1	3	-0.1
O=C(Cc1ccccc1)N/N=C/C=C/c1cccc([N+](=O)[O-])c1	21	2	2	-24	18	0	5	-2	1	-0.4
Cc1sc(-c2ccccn2)nc1OC(=O)c1ccc(Cl)c(Cl)c1	-16	-4	x	12	-12	x	-14	-1	2	-2.4
Cn1c(=O)c(NC(=O)c2ccccc2)c2n(c1=S)CCCCC2	-24	2	0	1	-3	-5	-3	4	1	-0.8
CCCNC(=O)C(Cc1ccc(Cl)cc1)NC(=O)c1ccc(C#N)cc1 (centres undefined)	6	3	5	-3	2	x	-17	-4	-7	0.2
COCCCN(C(=O)C1CCCCC1)c1c(N)n(Cc2ccccc2)c(=O)[nH]c1=O	-17	-2	-4	5	2	-1	-8	3	4	-0.3
COc1ccc(CN(C(=O)CN2C(=O)c3ccccc3S2(=O)=O)C(C(=O)NCC2CCCO2)c2ccncc2)cc1 (centres undefined)	-13	1	x	16	-9	-2	1	3	-2	x
CC(=O)N(/N=C/c1ccc([N+](=O)[O-])o1)c1nc2ccccc2c(=O)n1-c1ccccc1	-18	-3	1	8	x	0	-4	1	-3	0.0
C[N+]1(C2CCC3CCCC2C3O)CCCC1 (centres undefined)	-12	1	-1	-8	-3	2	-22	-3	-3	-0.9
CN(C)C(=O)Oc1cccc([N+](C)(C)C)c1	-3&-19&-1&12	1&0	0&-5	-8&1	1&8	x	6&2&5&-8	4&7	-4&3	-1.4&-0.3
Cn1cc(CNCc2ccc(-n3cccn3)cc2)c(-c2ccccc2F)n1	-24	0	-1	1	-6	-2	3	-1	0	4.4
COC(=O)c1ccc(-c2cc(C(=O)O)c3cc4c(cc3n2)OCCO4)cc1	3	17*	x	-44	0	-2	-9	-3	-2	0.3
CN1OC[C@@H]2CN[C@H](c3cccc(-c4ccccc4)c3)C[C@@H]21	3	0	0	2	2	x	1	0	-2	-0.6
COc1cc(NC(=S)N2CCN(C)CC2)c(OC)cc1Cl	-4	-1	11	-19	-4	0	-12	6	-2	1.3
Cc1cc2ncc(S(=O)(=O)C(C)(C)C)c(N)n2n1	-28	0	-2	-1	-7	0	-5	-2	-8	-3.4
COc1ccc(Cc2nnc(NC(=O)Nc3ccccc3F)s2)cc1	-22	5	-2	-19	-7	-2	-19	-3	3	0.6
COC(=O)[C@@H](NC(=O)N1CCC(C)CC1)C(C)C	-7	1	-1	-71	x	-2	-8	-1	1	0.0
COc1ccc(CNc2ncnc3cc(OC)c(OC)cc23)cc1	4	2	-3	-4	-6	12	-13	-1	3	1.6
Nc1cccc(CCc2ccncc2)c1	2	-4	-1	13	x	10	-14	-1	-1	-0.2
CN(CC(=O)NCCc1ccccc1)S(=O)(=O)c1cccs1	1	3	1	-10	x	0	12	-3	-1	0.0
Cc1cc2c(NC(=O)Nc3ccc(C(F)(F)F)cc3)cccc2nn1	19	-1	3	-12	1	-4	2	4	3	0.6
COc1ccccc1OCCCC(=O)Nc1ccc([N+](=O)[O-])cc1Br	14	-2	-1	-6	11	2	-7	-3	-7	-1.6
CC(C)CCNC(=O)c1onc(CSc2ccccc2)c1C(=O)NCCC(C)C	-16	6	4	-7	8	x	-4	2	4	1.4
Cc1nc(SCc2ccc([N+](=O)[O-])cc2)n[nH]1	-4	-4	7	15	28	-1	8	5	8	2.0
COc1cc(OC)cc(-c2sc3ccc(OC)cc3c2-c2ccc(OCCN3CCOCC3)cc2)c1	18	0	x	-2	12	x	-1	4	0	2.5
COC(=O)CSc1nc(C)cc(C(F)(F)F)c1C#N	-27	-1	-1	4	3	0	20	3	-1	-2.7
O=C1CN(C(=O)CNCc2ccc(Cl)cc2)c2ccccc2N1	-10	2	2	-5	2	-2	-19	-1	8	-0.1
CCCCNC(=O)/C=C/c1ccc(OC)c(Br)c1	21	3	x	8	30	-5	-4	-2	-12	-4.0
COc1ccc(N2CCN(C(=O)c3nc4nc(C)cc(C)n4n3)CC2)cc1	-7	-1	0	3	2	-1	-10	-4	-1	-0.8
COc1ccc(CNC(=O)COC(=O)c2cc3ccccc3o2)cc1	-4	2	-1	-23	-10	0	3	-2	-5	-0.2
COc1ccc(N(C(=O)c2snc(C(N)=O)c2N)C(C(=O)NC2CCCCC2)c2ccc(F)cc2)c(OC)c1 (centres undefined)	-6	-5	0	12	-25	-3	6	-2	40*	-0.3
CCN1CCN(Cc2ccc(NC(=O)Nc3cccs3)cc2)CC1	-21	-2	x	7	44	x	-14	-4	5	1.0
C#CCn1c(O)c(N=NC(=O)CNC(=O)c2cccnc2)c2ccccc21	-31	-1	1	2	5	-2	0	1	3	x
COCCn1c(SCC(=O)Nc2cc(C)on2)nc2ccccc2c1=O	4	4	-1	-10	9	1	6	0	-5	-0.3
Cc1ccc(OCC(=O)NC(C)c2ccc(Cl)c(Cl)c2)c([N+](=O)[O-])n1 (centres undefined)	18	8	-1	-22	-2	8	-6	3	-8	1.1
CCc1ccccc1NC(=O)CN1CCN(C(=O)C(C)NC(=O)c2ccc(Cl)cc2)CC1 (centres undefined)	24	-1	2	-15	-7	0	-8	6	-15	-0.5
CC1(C)CC(=O)C(C#N)=C(NCCCO)C1	-12	0	x	-33	-1	-2	-7	7	-3	1.0
CCN(CC)CCCSc1nc2ccccc2s1	-29	2	8	9	21	20	-10	-2	-4	-0.6
O=C(NC1CC1)C1CCN(C2CCN(C(=O)/C=C/c3cccc(F)c3F)CC2)CC1	-8	-2	-1	-19	-2	-6	-1	1	-6	1.4
C/C(=N\Nc1nc(-c2ccccc2O)nc2ccccc12)c1ccccc1	44	-1	2	26	32	4	-7	1	10	-1.5
COC(=O)c1c(C)oc2ccc(N(C(=O)Oc3ccccc3)S(=O)(=O)c3ccccc3)cc12	16	-3	-2	8	8	-1	-4	3	-13	-0.1
Cc1cc(NC(=O)C2CC(c3ccc(Cl)cc3)=NO2)no1 (centres undefined)	-21	0	x	2	1	-3	-9	-3	1	0.9
CN(C)CCCN(C(=O)CCOc1ccccc1)c1nc2c(F)cccc2s1	x	4	-16	-3	-17	x	-20	-1	-3	-0.2
Nc1nnc(SCC(=O)c2ccc3c(c2)NC(=O)CO3)s1	9	0	-1	-1	-7	6	-11	-2	5	3.5
CCOC(=O)CSc1nc(C)c2cccc(C)c2n1	-26	0	1	-26	-1	-3	-9	-5	-8	1.3
C=CCNC(NC(=O)c1ccccc1)(C(=O)OCC)C(F)(F)F (centres undefined)	1	3	-2	-8	4	-3	0	-2	-1	-0.8
Cc1ccc(S(=O)(=O)N2CCN(C(=O)Cn3c(=O)cnc4ccccc43)CC2)cc1	-2	9	-4	14	-11	4	-3	6	-9	0.8
N#Cc1ccc(NC(=S)Nc2ccccc2)cc1	9	0	x	2	9	0	-10	2	1	-6.9
COc1ccc(CSc2ccc(-c3nc4ccccn4c3NCc3ccccc3)cc2OC)cc1	66	6	1	2	-12	x	-8	2	-4	-1.2
CCCCC(CC)C(=O)Nc1cccc(SC)c1 (centres undefined)	-5	2	0	-4	-12	-4	-7	0	-13	3.2
CCN(CC(=O)Nc1ccc(NC(C)=O)cc1)C(=O)COc1ccc2ccccc2c1	11	8	-2	-3	-1	1	3	-2	-5	0.6
O=C(CC1SC(=Nc2cccc3ccccc23)N(Cc2ccccn2)C1=O)Nc1ccccc1Br (centres undefined)	26	0	-4	0	-3	0	6	-3	-6	1.9
CC(C)Oc1cccc(C(=O)C2CCCN(S(=O)(=O)C(C)C)C2)c1 (centres undefined)	28	3	-1	-8	4	-8	-10	-1	-2	-1.2
CCn1c(SC)nc(O)c(C(c2ccc(OC)c(O)c2)c2c(O)nc(SC)n(CC)c2=O)c1=O	-18	-4	x	1	7	-2	16	-2	8	-2.3
CS(=O)(=O)c1cccc(S(=O)(=O)N2CCN(c3ccccn3)CC2)c1	-14	-2	2	8	x	0	1	6	-10	7.0
O=C(NCC(c1ccco1)N1CCc2ccccc2C1)c1ccc([N+](=O)[O-])cc1 (centres undefined)	-3	-2	-1	5	4	4	-12	-2	-5	-0.1

Continuation:
SMILES	SR-BI DiI inh	HTR5A ag	Wnt bcat act	HTR5A inv ag	MITF TRPM1 HTS	NSD2 HMT inh	PvdQ inh	V-ATPase pHluor	dFosB act	CDK5 p35 inh
O=C(c1cccc(Cl)c1)N1CCCc2ccccc21	51	-1	-1	11	-2	0	0	2	-4	0.1
CCOc1cc(/C=N/O)ccc1OS(=O)(=O)c1ccc(C)cc1	-16	-1	-3	15	12	-2	3	-1	-10	9.2
CC[C@H]1C/C=C\Cc2ccccc2[C@H](C(=O)C[C@@H](O)CC(C)=O)OC1=O	-8	0	-2	-1	0	x	-15	-3	3	1.3
CCOc1ccccc1CN1CCN(Cc2cc3ccccc3[nH]2)CC1CCO (centres undefined)	5	-2	3	-23	-5	-4	-4	-1	-6	-3.5
CN1CCCC(OC(=O)c2cc(F)c(F)c(F)c2F)C1 (centres undefined)	-16	-1	-1	2	x	20	7	-3	0	0.3
CCN(CC)S(=O)(=O)c1cc(-c2nn(C)c(=O)c3ccccc23)ccc1C	52	7	x	-12	-11	1	8	-3	-1	1.9
CCCCN(C)CCn1c(=S)[nH]c2ncccc2c1=O	-37	-1	-2	2	x	2	8	-2	-2	0.5
Cc1ccc(-n2cc(CN3CCN(c4ccccn4)CC3)c(-c3ccc(F)cc3)n2)cc1	30	7	2	1	10	2	-10	0	-13	1.8
COC(=O)[C@]1(Cc2ccccc2)N[C@H](CN(C)C(=O)C2CCCCC2)[C@@H]2C(=O)N(C)C(=O)[C@@H]21	-21	5	-1	-20	-4	x	-16	-1	-4	1.8
O=C(CN1C(=O)C2C3C=CC(C3)C2C1=O)OCC(=O)c1ccc(Br)cc1 (centres undefined)	-10	-5	0	13	2	-4	5	-7	-4	0.8
O=C(COc1ccccc1)NCCSc1ccccc1	5	7	18	-2	x	x	-4	7	-1	0.9
CCn1ncc(/C=N/O)c1C	-23	1	x	19	-4	-2	-8	1	4	-1.7

Ordered by count of non-hydrogen atoms (low to high): some entries from above.
SMILES	SR-BI DiI inh	HTR5A ag	Wnt bcat act	HTR5A inv ag	MITF TRPM1 HTS	NSD2 HMT inh	PvdQ inh	V-ATPase pHluor	dFosB act	CDK5 p35 inh
CN1CCCC(OC(=O)c2cc(F)c(F)c(F)c2F)C1 (centres undefined)	-16	-1	-1	2	x	20	7	-3	0	0.3
CC[C@H]1C/C=C\Cc2ccccc2[C@H](C(=O)C[C@@H](O)CC(C)=O)OC1=O	-8	0	-2	-1	0	x	-15	-3	3	1.3
CCN(CC)S(=O)(=O)c1cc(-c2nn(C)c(=O)c3ccccc23)ccc1C	52	7	x	-12	-11	1	8	-3	-1	1.9
